# D1 ag – Allosteric Agonists of the Human D1 Dopamine Receptor: qHTS | D(1A) dopamine receptor (Homo sapiens), P21728 | HEK293 T-REx D1 cells, calcium flux, agonist mode | activation, % at 2 µM | 360,000 compounds, 1% hits | AID 504660, 2011; in the data active = activation above about 30%; note: 0% is about no effect
# Target sequence (P21728 whole entry, looked up): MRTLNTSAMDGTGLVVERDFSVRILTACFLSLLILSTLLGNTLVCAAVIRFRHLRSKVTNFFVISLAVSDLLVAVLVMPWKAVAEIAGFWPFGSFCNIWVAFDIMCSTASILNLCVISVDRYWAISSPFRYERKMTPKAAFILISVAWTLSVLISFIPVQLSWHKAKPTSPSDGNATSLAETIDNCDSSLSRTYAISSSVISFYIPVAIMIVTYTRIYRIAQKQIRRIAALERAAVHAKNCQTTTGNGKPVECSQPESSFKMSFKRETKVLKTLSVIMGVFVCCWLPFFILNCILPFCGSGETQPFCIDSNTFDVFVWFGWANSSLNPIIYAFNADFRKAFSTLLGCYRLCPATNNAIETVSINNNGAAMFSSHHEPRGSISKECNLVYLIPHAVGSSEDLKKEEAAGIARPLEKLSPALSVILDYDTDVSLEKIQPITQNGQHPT
#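 Tetracycline-induced HEK293 TREx D1 cells, force-coupled to calcium signalling, were dye-loaded with a no-wash calcium kit. Compound was pin-added after a 10 s baseline. Fluorescence was read kinetically at 1 cycle/s for 180 s, with calcium rises flagged as agonism.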
# TRHR ag – qHTS for Small Molecule Agonists and Allosteric Enhancers of Human TRH Receptor: Primary Screen for Agonists | 360,000 compounds, 0.18% hits | TRHR cells, calcium flux fluo-8, FDSS agonist mode | activation, % at 2 µM | Thyrotropin-releasing hormone receptor (Homo sapiens), P34981; in the data active = activation above about 30%; note: 0% is about no effect
#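 Read-out: compound-evoked intracellular calcium rise in TRHR cells, fluo-8 dye, kinetic FDSS fluorescence at 1 s/cycle following a 10-cycle baseline. Cells cultured overnight before dye loading (30 min–1.5 h, RT).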
# Anesthetic bind – qHTS Assay for Identification of Novel General Anesthetics; apoferritin/1-aminoanthracene competitive binding, fluorescence; 350,000 compounds, 0.074% hits; Potency, µM (top dose mostly 77.5 µM), without a hit: at the top dose activity change, negative = displacement, actives largely listed as inhibitors; AID 485281, 2010; Ferritin light chain (Equus caballus), P02791; note: potency is the fitted concentration of half-maximal effect; % is set by controls: 0 for no effect and ±100 for the full control effect; nearly all actives have a fitted effect of over 20% in size
# Target sequence (P02791 2-175 limits assumed): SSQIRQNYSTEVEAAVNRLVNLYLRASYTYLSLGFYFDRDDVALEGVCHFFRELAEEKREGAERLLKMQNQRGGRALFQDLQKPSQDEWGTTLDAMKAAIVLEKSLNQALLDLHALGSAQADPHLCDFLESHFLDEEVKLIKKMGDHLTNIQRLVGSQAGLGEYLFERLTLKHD
#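 Probe: 1-aminoanthracene (50% saturated, PBS). Protein: horse-spleen apoferritin, 10 uM. Incubation: 10 min, room temperature. Detection: 380 nm excitation, 535 nm emission. Analysis: normalized response, four-parameter Hill.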
# TRHR PAM – qHTS for Small Molecule Agonists and Allosteric Enhancers of Human TRH Receptor: Primary Screen for Enhancers; enhancement, % at 2 µM; TRHR cells, fluo-8 calcium fluorescence, EC20 TRH enhancement; Thyrotropin-releasing hormone receptor (Homo sapiens), P34981; 360,000 compounds, 0.66% hits; in the data active = enhancement above about 30%; note: 0% is about no effect
#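 TRHR-expressing cells loaded with fluo-8 calcium dye were read kinetically (ex 480/em 530) during compound addition, then stimulated with an EC20 of TRH (10 nM final). Enhancement of the Gq-mediated intracellular calcium response was scored.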
# RXFP1 ag – qHTS Assay for Agonists of the Relaxin Receptor RXFP1; AID 2676, 2010; Potency, µM (top dose mostly 57.5 µM), without a hit: at the top dose activation, hits mostly activators; Relaxin receptor 1 (Homo sapiens), Q9HBX9; HEK293T-RXFP1 cAMP TR-FRET, 30 min; response scale: percent of porcine relaxin response, buffer zero; 370,000 compounds, 0.3% hits; note: potency is the fitted concentration of half-maximal effect; % is set by controls: 0 for no effect and ±100 for the full control effect; nearly all actives have a fitted effect of over 60% in size; many of its hits are not listed in these tables
#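 Agonist response is measured as cAMP accumulation in an RXFP1-transfected HEK293T line under PDE4 inhibition. Values are scaled between buffer-only and 29 nM porcine relaxin, and EC50s come from standard Hill equation fits.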
# D2 potentiator – HTS Assay for Positive Allosteric Modulators of the Human D2 Dopamine Receptor: Primary Screen for Potentiators; potentiation, % at 10 µM; 340,000 compounds, 0.34% hits; D(2) dopamine receptor (Homo sapiens), P14416; HEK293 T-REx D2, calcium flux, EC20 dopamine potentiation;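 active = potentiation over 3 SD above the plate norm, cut at about 30% in these data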; note: 0% is about no effect
# Target sequence (P14416 whole entry, looked up): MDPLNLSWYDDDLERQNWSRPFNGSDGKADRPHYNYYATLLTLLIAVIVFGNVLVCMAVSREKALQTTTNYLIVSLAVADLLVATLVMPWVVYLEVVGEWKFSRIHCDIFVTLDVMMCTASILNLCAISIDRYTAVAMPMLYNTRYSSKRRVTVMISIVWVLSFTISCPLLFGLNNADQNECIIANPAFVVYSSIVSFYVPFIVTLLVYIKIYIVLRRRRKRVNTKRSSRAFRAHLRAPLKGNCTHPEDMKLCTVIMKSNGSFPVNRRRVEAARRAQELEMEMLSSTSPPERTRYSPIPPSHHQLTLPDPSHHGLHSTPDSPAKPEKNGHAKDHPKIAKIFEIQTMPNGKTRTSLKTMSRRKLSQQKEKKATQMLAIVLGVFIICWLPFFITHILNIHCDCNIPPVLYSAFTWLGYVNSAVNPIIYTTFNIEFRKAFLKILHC
#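 Tetracycline-induced HEK293 T-REx cells force-coupled to calcium signalling expressed D2; compounds were pin-added after a 10 s baseline, read kinetically 180 s, then an EC20 dopamine challenge followed with a further 180 s calcium read.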
# RXFP1 antagonist – qHTS Assay for Antagonists of the Relaxin Receptor RXFP1; Relaxin receptor 1 (Homo sapiens), Q9HBX9; HEK293-RXFP1, relaxin-stimulated cAMP HTRF, 30 min; stronger effect = lower value; activity change, negative = inhibition, % at 57.5 µM; 350,000 compounds, 0.59% hits; AID 1259400, 2018;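 active = activity change of -60% or lower, but not beyond a set lower limit; inconclusive = change between -60% and -40%, or beyond the set limit; inactive = change above -40%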; note: % is set by controls: 0 for no effect and ±100 for the full control effect
# D1 antag – Antagonist of Human D 1 Dopamine Receptor: qHTS | AID 504652, 2011 | 360,000 compounds, 3.2% hits | HEK293 TREx D1 cells, calcium flux, dopamine EC80; stronger effect = lower value | activity change, negative = inhibition, % at 10 µM | D(1A) dopamine receptor (Homo sapiens), P21728; in the data active = activity change below about -30%; note: % is set by controls: 0 for no effect and ±100 for the full control effect
#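 Tetracycline-induced HEK293 T-REx cells with force-coupled D1 receptor were loaded with a no-wash calcium dye. Compound was added after a 10 s baseline and read kinetically for 180 s; EC80 dopamine was then added and calcium flux followed another 180 s.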
# D1 PAM – Potentiators of Human D1 Dopamine Receptor: qHTS. D(1A) dopamine receptor (Homo sapiens), P21728. HEK293 TREx D1 cells, calcium flux, dopamine EC20 potentiation. potentiation, % at 10 µM. 360,000 compounds, 0.036% hits. AID 504651, 2011; in the data active = potentiation above about 30%; note: 0% is about no effect
# The depositor's hits bear a star; ? = inconclusive; · = not tested or not shown; & = joins results of further samples; [ ] = another dose, or the depositor's remark. Unless noted, calls come from the whole dose curve; as a rule, active = well fitted curve in the direction sought with a large enough effect; inconclusive = small, poorly fitted or top-dose-only effect, or another doubt; inactive = no such curve, though single readings can be large; an effect the other way counts as inactive or inconclusive. An excerpt. The share of hits here may be higher or lower than overall.
SMILES,D1 ag,TRHR ag,Anesthetic bind,TRHR PAM,RXFP1 ag,D2 potentiator,RXFP1 antagonist,D1 antag,D1 PAM
C/C(=N\Nc1nc2ccc(Cl)cc2o1)c1ccccc1,2,0.0,6%,8,1.6%,-2,4,1,-3
O=C(Cn1c2c(c(=O)n3ncnc13)CCC2)N/N=C/c1cccs1,2,0.9,-6%,0,0.0%,-3,1,4,-2
CC(=O)NS(=O)(=O)c1ccc(NC(=O)CSc2ccc(C)cc2)cc1,3,1.2,-2%,-7,1.3%,-8,-2,1,-6
Cc1cccc(-c2ocnc2C(=O)Nc2ccccc2NC(=O)c2ccccn2)c1,4,0.2,7%,7,3.7%,10,-32,-6,3
O=[N+]([O-])c1cccc(/C=N/N2CCN(Cc3ccc(Cl)cc3)CC2)c1,3,0.4,0%,-4,0.4%,-12,-31,5,-2
Cc1ccc(-c2nc3sc4c(c3c(=O)n2N)CCCC4)cc1,1,2.6,113%[activator],4,1.1%,3,-8,-7,9
CN(C)c1ccc(NC(=O)Nc2cccc(Cl)c2)cc1,6,1.2,-12%,-3,-0.1%,5,-11,-10,-4
Cn1cnc2c(NCc3ccco3)ncnc21,4,0.4,-4%,-4,7.3%,-3,·,-3,-3
O=C(COC(=O)c1ccccc1SCC(=O)NC1CCS(=O)(=O)C1)NC1CCS(=O)(=O)C1 (stereo not given),4,0.5,1%,13,0.2%,1,-15,2,6
COC(=O)NC(=S)Nc1ccc(Oc2ccc(Cl)cc2)c(Cl)c1,6,-0.5,-21%,0,2.0%,-10,12,-35*,-5
Cc1cccn2c(=O)c(/C=C(\C#N)c3nc4ccccc4n3C)c(Oc3ccc(Br)cc3)nc12,0,0.9,-6%,-5,11%,-12,0,-14,-3
c1csc(-c2noc(CN3CCc4sccc4C3)n2)c1,2,-1.0,-18%,3,0.4%,6,4,-14,-1
CCOC(=O)N1CCN(C(=O)CCN2C(=O)/C(=C\c3ccccc3OC)SC2=S)CC1,-1,1.1,-5%,-2,-1.0%,13,-4,-25,-3
Cc1nn(-c2ccccc2)c(OC(=O)c2ccccc2)c1S(=O)(=O)c1ccccc1,2,0.6,6%,-2,-0.9%,0,·,-10,0
CC(=O)C1=C(C)NC(SCC(=O)c2ccc(C)cc2)=C(C#N)C1c1ccco1 (stereo not given),2,2.6,-15%,8,-0.6%,-15,·,5,2
O=C(O)CCC(=O)N1N=C(c2cccs2)CC1c1cn(-c2ccccc2)nc1-c1ccccc1 (stereo not given),1,0.2,-17%,34*,0.1%,2,-14,11,-1
CSc1cccc(NC(=O)/C=C/c2ccccc2)c1,-1,-0.6,-19%,-4,0.5%,-25,3,-3,-8
O=C(Nc1c(C(=O)N2CCOCC2)cnn1-c1ccccc1Cl)c1ccco1,3,0.2,-3%,-3,-0.1%,-7,4,-1,-1
CCN(CC)C(=O)C(=O)c1c(-c2ccccc2)[nH]c2ccccc12,1,-1.0,-2%,-7,-0.1%,-7,·,5,10
CC1CCCN(S(=O)(=O)c2cccc([N+](=O)[O-])c2)C1 (stereo not given),-3,-0.2,-18%,-2,-0.1%,14,6,-23,-3
O=C(Nc1ccc(Cl)cc1)c1cc(-c2cccs2)on1,2,0.7,-4%,0,11%,-10,-6,7,-3
COCCN(C(=O)c1ccc(-c2ccc(Cl)cc2)o1)c1c(N)n(Cc2ccccc2)c(=O)[nH]c1=O,5,-0.1,·,4,1.2%,-15,0,6,-8
Cc1ccccc1Nc1c(-c2ccccn2)nc2c(C)cccn12,7,-1.3,-17%,3,1.7%,1,-34,10,0
COc1ccc(OC)c(Cc2nnc(CCC(=O)N3CCC(N4CCCCC4)CC3)o2)c1,6,0.6,-21%,-2,3.6%,-2,15,-16,-3
CCN1CCN(C2=C(NS(=O)(=O)c3ccc(Br)cc3)C(=O)c3ccccc3C2=O)CC1,1,-0.3,?,2,3.5%,-15,-8,12,-3
O=C1NC2(CCCC2)C(=O)N1Cc1cc(=O)n2ccsc2n1,4,-0.3,-3%,-3,17%,·,-12,-20,-1
O=C(CCN1C(=O)[C@@H]2Cc3ccccc3CN2C1=O)NCCc1ccccc1,3,0.2,-4%,2,-0.4%,7,8,-4,1
CC(C)Oc1cccc(C(=O)C2CCCN(C(=O)c3ccccn3)C2)c1 (stereo not given),6,-0.2,2%,9,3.8%,2,-19,4,-5
COc1cc(/C=N/NC(=O)CCOc2ccccc2C)cc(Br)c1O,1,-0.6,?,-1,0.0%,10,6,-7,6
O=C1c2nc3ccccn3c2C(=O)N1Cc1ccccc1,2,0.6,2%,-8,?,18,-10,0,1
C/C(CC(=O)Nc1ccccc1C)=N\NC(=O)Cc1csc(N)n1,3,0.2,1%,-2,0.7%,-4,6,4,-3
Cc1cc2c(c(=O)n1C)C(Cc1ccccc1)C(C#N)=C(N)O2 (stereo not given),1,0.4,225%[activator],0,-0.5%,-6,5,6,-4
COc1ccccc1NC(=O)C1=C(C)Nc2nc(SCc3ccccc3F)nn2C1c1cccnc1 (stereo not given),1,-0.6,-11%,11,-0.5%,20,·,-3,0
CCc1nc(NCCN)c(C#N)c2c1CSC(C)(C)C2,19,-4.2,-12%,-1,1.0%,5,4,34,2
CC(=O)c1cccc(NC(=O)COc2ccc(S(=O)(=O)N3CCCCC3)cc2)c1,3,0.2,?,-1,1.5%,-15,-4,-26,-8
CCOC(=O)c1c(C)[nH]c(C2=NNC(=Nc3cccc(Cl)c3)SC2)c1C,0,-0.2,-10%,1,5.1%,1,·,0,-1
CNS(=O)(=O)c1ccc(NC(=O)c2cnn3c(C(F)F)cc(-c4ccccc4)nc23)cc1,2&-1,-0.2&0.0,-4%&-10%,-6&0,1.1%&1.0%,8&3,3,5&-3,0&-4
Cc1csc2nc(CN3CCN(CC(=O)N(C)C)CC3)cc(=O)n12,-1,1.2,13%,12,1.6%,-5,-6,-11,13
CCNC(=O)C1CC(=O)N(CC)C(=Nc2cc(Cl)c(O)c(Cl)c2)S1 (stereo not given),3,-0.2,?,-9,0.2%,-4,3,2,-1
CN(CC(=O)Nc1sccc1C#N)S(=O)(=O)c1ccc(F)cc1,4,1.1,·,2,0.2%,7,19,0,0
CCOC(=O)CN1CC23C=CC(O2)C(C(=O)Nc2ccc(OC)cc2OC)C3C1=O (stereo not given),2,-0.1,9%,5,1.0%,1,·,-5,2
Cc1ccccc1-c1nc(CN2CCCC(C(=O)NCCCN3CCOCC3)C2)c(C)o1 (stereo not given),3,-0.4,-10%,-5,1.8%,6,-2,-15,-3
COc1ccc(CCC(=O)NC2=NCCS2)cc1OC,3,-0.5,-16%,6,0.4%,3,8,3,1
O=C(NCCCn1ccnc1)C(=O)NCC1OCCCN1S(=O)(=O)c1ccccc1 (stereo not given),2,0.4,-8%,-3,1.4%,·,2,-2,1
CNS(=O)(=O)c1cn(CC(=O)Nc2ccc(OC)c(Cl)c2)cc1S(=O)(=O)NC,1,-0.7,-13%,7,0.0%,-2,-8,-4,-1
O=C(O)c1cnn(-c2ccccc2)c1C(F)(F)F,3,0.3,0%,-1,-0.9%,-8,-6,3,-2
Cn1cc(CN2CCC(n3nccc3NC(=O)CCOc3ccccc3)CC2)cn1,1,0.6,6%,-3,0.4%,-6,9,-5,-1
O=C(NCCC1=CCCCC1)C1CCN(C(=O)c2ccc(Br)cc2)CC1,-1,-0.4,0%,0,-2.6%,1,2,42,0
CCOC(=O)Cn1nnnc1C(CC)N(Cc1cccs1)Cc1cc2ccc(OC)cc2[nH]c1=O (stereo not given),3,-0.1,-6%,-5,9.4%,7,-3,-8,-3
COc1ccc(-n2nc([N+](=O)[O-])c(=NCc3ccc4c(c3)OCO4)n2O)cc1,-1,-0.5,1%,-4,1.3%,-12,·,-19,3
COc1ccc(C(=O)NC(CCSC)C(=O)NC2CC2)cc1 (stereo not given),1,-0.1,·,7,1.1%,14,1,21,-8
CSc1cccc(NC(=O)CN(C2CCCCC2)S(C)(=O)=O)c1,2,0.2,-8%,2,2.2%,15,1,17,1
COc1cc(C)c(NC(=O)COc2cccc3c2OC(C)(C)C3)cc1OC,13,1.8,·,0,-0.1%,16,6,-19,-5
COc1ccc2[nH]c(=O)c(CN(C(=O)c3cccnc3)c3cc(C)ccc3C)cc2c1,0,-0.6,2%,-2,1.6%,19,-7,0,12
COc1cc(-c2nc(S(=O)(=O)c3ccccc3)c(N3CCOCC3)o2)cc(OC)c1OC,0,0.2,-12%,-1,1.1%,3,0,5,1
Cc1cccn2c(=O)c3cc(C(=O)NC4CCCCC4)sc3nc12,-2,-0.5,53%[activator],44*,4.2%,3,12,-1,0
CC(=O)NC1c2ccccc2C(=O)N1Cc1ccccc1 (stereo not given),5,0.5,-3%,-3,2.5%,10,4,-1,2
c1ccc(-c2nc(NCc3cccnc3)c3ccccc3n2)cc1,0,-0.1,?,1,-2.0%,2,-8,7,2

# Record cards (already shown). Screens in order: D1 ag | TRHR ag | Anesthetic bind | TRHR PAM | RXFP1 ag | D2 potentiator | RXFP1 antagonist | D1 antag | D1 PAM
# Profile of O=C(NCCC1=CCCCC1)C1CCN(C(=O)c2ccc(Br)cc2)CC1 = -1 | -0.4 | 0% | 0 | -2.6% | 1 | 2 | 42 | 0
# Profile of CSc1cccc(NC(=O)CN(C2CCCCC2)S(C)(=O)=O)c1 = 2 | 0.2 | -8% | 2 | 2.2% | 15 | 1 | 17 | 1

# Screening data: PubChem BioAssay, National Center for Advancing Translational Sciences (NCATS)
